Screening data (PubChem)
KB-3-1 tox = qHTS assay for MDR1-selective chemotherapeutics: Primary screen using the parental adenocarcinoma cell KB-3-1; KB-3-1 viability, CellTiter-Glo ATP luminescence, 72 h; actives 1.4% (n = 400,000); Potency, µM (series often up to 46.1 µM), without a hit: at the top dose activity change, negative = cytotoxic, hits mostly cytotoxic; AID 1347075, 2019; also: potency is read from the fitted curve at half-maximal effect; % is scaled to controls: 0 for no effect and ±100 for the full control effect; nearly all actives have a fitted effect of over 60% in size
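KB-3-1 cells, DMEM (no phenol red) + 10% FBS; compound by pin transfer, 72 h, 37 °C. Readout: CellTiter-Glo luminescence after 10 min. Data normalized, curve-fitted.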
MCF10A rerep = A quantitative high throughput screen for small molecules that induce DNA re-replication in MCF 10a normal breast cells; Potency, µM (top dose mostly 46.1 µM), for inactives: top-dose activity, positive = re-replication, most hits filed as activators; MCF 10A DNA re-replication, Hoechst nuclear intensity, 48 h; actives 2.9% (n = 350,000); also: potency is read from the fitted curve at half-maximal effect; % of control where 0% means no effect; nearly all actives have a fitted effect of over 50% in size
ATXN2 expr inh = Primary qHTS for Inhibitors of ATXN expression; HEK-293 ATXN2-luciferase reporter, luminescence, 24 h; Potency, µM (top dose mostly 57 µM), for the others: at the highest dose activity change, negative = inhibition, usual class: inhibitors; actives 0.72% (n = 360,000); also: potency is read from the fitted curve at half-maximal effect; % is scaled to controls: 0 for no effect and ±100 for the full control effect; nearly all actives have a fitted effect of over 55% in size
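qHTS (up to 57 uM final) was run with 24 h compound exposure of reporter cells at 37 °C. Each well was multiplexed: SteadyGlo luminescence measured ATXN2-luciferase expression after a fluorogenic Gly-Phe-AFC viability readout (25 uM final).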
SW480 rerep = A quantitative high throughput screen for small molecules that induce DNA re-replication in SW480 colon adenocarcinoma cells; Potency, µM (series often up to 46.1 µM), without a hit: at the highest dose re-replication activation, most hits filed as activators; SW480 DNA re-replication, Hoechst DNA content imaging, 48 h; actives 1.8% (n = 340,000); also: potency is read from the fitted curve at half-maximal effect; % of control where 0% means no effect; nearly all actives have a fitted effect of over 55% in size
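250 cells/well; 23 nL cpd via pin tool; 48 hr, 37 C, 5% CO2; Hoechst 40 min; imager read of total nuclear intensity, ex 405/em 500-530 nm.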
IL1B secr inh = qHTS for Inhibitors of Inflammasome Signaling: IL-1-beta AlphaLISA Primary Screen | THP-1 LPS/ATP IL-1B secretion, AlphaLISA, 16 h; active compounds read low | activity change, % at 57.5 µM | actives 4.7% (n = 360,000) | AID 743279, 2014; in the data active = activity change below about -50%; inconclusive = mostly about -30% to -49%; also: % is scaled to controls: 0 for no effect and ±100 for the full control effect
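THP-1 cells pretreated 1 hr with compounds (up to 57.5 uM final), then stimulated with LPS (250 ng/mL final) plus ATP (1.25 mM final); secreted IL-1B measured by AlphaLISA after 16 hr, decreased signal indicating inhibition.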
WRN helicase inh = qHTS for Inhibitors of WRN Helicase. Bifunctional 3'-5' exonuclease/ATP-dependent helicase WRN (Homo sapiens), Q14191. WRN helicase unwinding, fluorescent forked duplex, kinetic. Potency, µM (top dose mostly 114 µM), for inactives: at the highest dose activity change, negative = inhibition, actives largely listed as inhibitors. actives 0.46% (n = 360,000). AID 651768, 2012; also: potency is read from the fitted curve at half-maximal effect; % is scaled to controls: 0 for no effect and ±100 for the full control effect; nearly all actives have a fitted effect of over 55% in size
Target sequence (Q14191 whole entry, looked up): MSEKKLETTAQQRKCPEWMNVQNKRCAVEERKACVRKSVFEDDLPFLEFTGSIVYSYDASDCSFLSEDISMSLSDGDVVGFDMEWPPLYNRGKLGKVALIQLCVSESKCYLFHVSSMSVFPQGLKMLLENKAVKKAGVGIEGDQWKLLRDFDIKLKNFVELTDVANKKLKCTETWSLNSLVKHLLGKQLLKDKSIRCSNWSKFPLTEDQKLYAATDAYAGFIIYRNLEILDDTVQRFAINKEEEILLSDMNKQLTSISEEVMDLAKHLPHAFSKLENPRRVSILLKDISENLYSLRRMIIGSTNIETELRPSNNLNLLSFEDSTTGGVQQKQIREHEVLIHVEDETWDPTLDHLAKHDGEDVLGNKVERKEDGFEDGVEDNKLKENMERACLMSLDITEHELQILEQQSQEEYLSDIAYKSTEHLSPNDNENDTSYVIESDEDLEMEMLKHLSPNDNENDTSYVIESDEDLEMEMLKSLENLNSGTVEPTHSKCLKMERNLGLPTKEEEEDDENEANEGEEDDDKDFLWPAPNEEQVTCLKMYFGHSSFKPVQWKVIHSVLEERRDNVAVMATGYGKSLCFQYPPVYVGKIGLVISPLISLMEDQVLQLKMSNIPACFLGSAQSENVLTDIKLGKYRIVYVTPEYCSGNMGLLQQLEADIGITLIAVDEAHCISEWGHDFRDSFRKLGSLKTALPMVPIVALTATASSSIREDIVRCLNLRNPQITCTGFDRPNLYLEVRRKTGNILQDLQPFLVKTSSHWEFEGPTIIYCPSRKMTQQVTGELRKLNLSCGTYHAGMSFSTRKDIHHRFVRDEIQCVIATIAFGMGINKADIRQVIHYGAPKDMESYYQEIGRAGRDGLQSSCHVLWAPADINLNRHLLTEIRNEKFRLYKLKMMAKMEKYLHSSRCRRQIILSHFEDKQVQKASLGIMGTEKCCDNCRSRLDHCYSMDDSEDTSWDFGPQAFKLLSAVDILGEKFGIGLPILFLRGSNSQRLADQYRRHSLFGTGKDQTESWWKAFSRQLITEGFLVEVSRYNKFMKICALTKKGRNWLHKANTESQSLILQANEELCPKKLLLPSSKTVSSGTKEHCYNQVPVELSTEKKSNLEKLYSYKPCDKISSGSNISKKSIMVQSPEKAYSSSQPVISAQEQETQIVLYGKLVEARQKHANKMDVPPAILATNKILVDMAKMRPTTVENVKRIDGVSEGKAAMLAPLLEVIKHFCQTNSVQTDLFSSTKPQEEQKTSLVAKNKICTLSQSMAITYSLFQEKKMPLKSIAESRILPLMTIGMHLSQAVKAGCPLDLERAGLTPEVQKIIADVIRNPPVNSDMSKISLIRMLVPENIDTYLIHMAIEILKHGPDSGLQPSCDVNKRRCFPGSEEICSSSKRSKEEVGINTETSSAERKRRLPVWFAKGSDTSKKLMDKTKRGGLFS
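Primary qHTS, 1536-well format. 20 nM WRN + compound, 15 min RT; start with 100 nM forked fluorophore/quencher duplex, 2 mM ATP (final); kinetic read ex 525/em 598 nm.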
KB-V1 cytotox = qHTS assay for MDR1-selective chemotherapeutics: Primary screen using the drug-selected MDR subline cells KB-V1 | actives 3.4% (n = 400,000) | AID 1347076, 2019 | KB-V1 MDR cells viability, CellTiter-Glo, 72 h | Potency, µM (titrated, usually from 46.1 µM), for the others: top-dose activity change, negative = cytotoxicity, actives largely listed as cytotoxic; also: potency is read from the fitted curve at half-maximal effect; % is scaled to controls: 0 for no effect and ±100 for the full control effect; nearly all actives have a fitted effect of over 60% in size
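Readout: CellTiter-Glo luminescence, 10 min after addition. Cells: KB-V1 MDR subline, 72 h at 37 degrees C with compound. Analysis: corrected, normalized data fitted to concentration-effect curves.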
HT1080 IDH1KD tx = qHTS for induction of synthetic lethality in tumor cells producing 2HG: qHTS for the HT-1080-IDH1KD cell line; actives 2% (n = 360,000); Potency, µM (series often up to 46.1 µM), inactives show at the highest dose activity, negative = toxicity, actives largely listed as cytotoxic; HT-1080 IDH1 knockdown viability, ATP luminescence, 48 h; AID 686971, 2013;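 also: potency is read from the fitted curve at half-maximal effect; 0% = DMSO wells and -100% = cell-free medium wells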
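IDH1KD HT-1080 cells, 750/well, RPMI + 5% FBS; compound pinned after 2 h settling; 48 h, 37 °C; CellTiter-Glo luminescence; % activity normalised to DMSO and no-cell wells; curves fitted, classed by r2 and efficacy.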
HT1080NT lethal = qHTS for induction of synthetic lethality in tumor cells producing 2HG: qHTS for the HT-1080-NT fibrosarcoma cell line; AID 686970, 2013; HT-1080-NT fibrosarcoma viability, CellTiter-Glo ATP luminescence, 48 h; Potency, µM (highest dose often 46.1 µM), inactives show at the highest dose activity, negative = less viability, actives largely listed as cytotoxic; actives 1.6% (n = 360,000);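 also: NT is the 2HG producing partner of a matched IDH1 knockdown line; potency is read from the fitted curve at half-maximal effect; 0% = DMSO-treated cells and -100% = media-only wells without cells; nearly all actives have a fitted effect of over 55% in size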
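Fibrosarcoma NT cells, 750 per well in 5% FBS RPMI, were exposed to compound for 48 hours. Viability: CellTiter-Glo luminescence.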
* marks the source's active call; other numbers are inactive results; ? = inconclusive; · = no result given; [ ] = remark or other dose. Unless noted, calls follow the shape of the dose curve; as a rule, active = well fitted curve in the direction sought with a large enough effect; inconclusive = small, poorly fitted or top-dose-only effect, or another doubt; inactive = no such curve, though single readings can be large; an effect the other way counts as inactive or inconclusive.

Every second line gives: MCF10A rerep, KB-3-1 tox, SW480 rerep, HT1080NT lethal, ATXN2 expr inh, HT1080 IDH1KD tx, KB-V1 cytotox, WRN helicase inh, IL1B secr inh
- CCN(CC(=O)NCc1cccs1)C(=O)c1ccc(S(=O)(=O)N(C)C)cc1
 : -3%, 1%, -4%, -9%, 7%, 0%, 0%, 12%, 35
- O=C(CSc1nnc(Cn2c(=O)sc3ccccc32)n1CCc1ccccc1)N1CCOCC1
 : 15%, 1%, 1%, 22%, 3%, -1%, 18µM*, -6%, -2
- FC(F)(F)c1ccccc1Cc1c(C2CCCCC2)nc2c3ccccc3ccn12
 : ·, ?, ·, -25%, 3%, ?, -13%, -7%, -27
- Nc1nc2ccccc2n1/N=C/c1ccc(Br)cc1
 : 6%, -12%, -10%, 7%, 86%[activator], 10%, 9.2µM*, 3%, 11
- CC1CCCC(C)N1C(=O)COC(=O)CN1C(=O)c2ccccc2C1=O (centres undefined)
 : 6%, 22%, -4%, 9%, 4%, 10%, 3%, 3%, -9
- Cc1cc(C(=O)CSc2nnc(N)s2)c(C)n1CCc1ccc(F)cc1
 : 13%, ?, -3%, -1%, 6%, -3%, ?, -18%, -9
- CC[C@]12c3[nH]c4ccc(Cl)cc4c3CCN1C(=O)[C@@H](CC(=O)NCC13CC4CC(CC(C4)C1)C3)C[C@@H]2C(=O)N1CCN(C(=O)c2ccco2)CC1
 : 21µM*, ?, ?, ?, 25µM*, 18µM*, ?, -8%, -26
- O=C1c2cccnc2C(=O)N1Cc1ccco1
 : 14%, 11%, -4%, 9%, -7%, -13%, 10%, 14%, 7
- CC(C)(C)c1ccc(C(=O)N2CCC(C(=O)NCc3ccncc3)CC2)cc1
 : 5%, 21%, -4%, -2%, 2%, -7%, 1%, 2%, -1
- O=C(Nc1ccccn1)C1(c2ccccc2)CCCC1
 : -7%, 11%, -4%, 6%, 14%, 4%, -27%, 3%, 14
- O=C(CN(Cc1ccccc1)S(=O)(=O)c1ccc(F)cc1)NCc1cccnc1
 : 1%, 0%, -6%, 4%, 2%, 19%, ?, 4%, 16
- C#CCNC(=O)c1cc2c(Br)ccc(Br)c2nc1N
 : ·, 18%, ·, 10%, 13%, -6%, -16%, -5%, 0
- CC(=O)Nc1ccc(-c2csc(Nc3ccc(S(N)(=O)=O)cc3)n2)cc1
 : 3%, 8%, -5%, -9%, -6%, 2%, 6%, 2%, -2
- CCOc1nc(C)ccc1-c1noc(C)n1
 : 2%, -13%, 2%, 15%, -5%, -8%, -17%, 0%, -11
- O=C(Cn1cc(C(F)(F)F)cc(Cl)c1=O)NCC1COc2ccccc2O1 (centres undefined)
 : -1%, 1%, 1%, -1%, ·, -10%, 0%, -1%, 5
- CC(C)(C)c1ccc(OCc2nc(-c3ccccn3)no2)c(Br)c1
 : ?, -8%, 12%, -26%, 58%[activator], -29%, -30%, -15%, -7
- COc1cc(F)c(C2=CC(=O)C[C@H](c3ccc4c(c3)OCO4)C2)cc1F
 : -5%, -5%, -4%, 12%, 4%, 14%, -23%, 16%, -25
- C=C1Cn2c(nnc2-c2ccc(Cl)cc2)S1
 : -2%, 7%, -7%, -2%, 3%, 4%, 15%, 1%, -16
- O=C(COC(=O)c1cccs1)Nc1ccc(F)c(F)c1
 : 0%, 30%, -4%, 12%, 2%, 9%, ?, -1%, -9
- Cc1noc(-c2ccccc2)c1NC(=O)Nc1ccc(Cl)cc1
 : ?, -10%, -63%, ?, -29%, ?, ?, -10%, -14
- C[C@@H]1CN([C@H](C)CO)C(=O)Cc2cc(NC(=O)CCC(F)(F)F)ccc2O[C@@H]1CN(C)S(=O)(=O)c1ccccc1
 : -16%, 7%, -62%[inhibitor][9.22 µM], 4%, 12%, 11%, -4%, -7%, -5
- CN1CCN(C(=O)c2cnn3c(C(F)F)cc(C4CC4)nc23)CC1
 : -5%, 7%, -7%, 7%, -5%, 2%, 6%, -6%, 38
- CC(=O)N1CCN=C1SCc1ccc(Cl)cc1
 : -11%, 9%, 0%, -1%, 4%, 0%, -14%, 0%, ?
- CCOC(=O)C(Sc1cc(C)nc(N)n1)C(C)=O (centres undefined)
 : 2%, -5%, 0%, 4%, -4%, 12%, 0%, -14%, 10
- NC(=O)c1cccc(-c2cccc3nccn23)c1
 : ·, 0%, ·, 0%, 17%, 1%, 3%, -3%, 10
- CCN1C(=O)[C@H]2[C@@H](c3ccc(-c4ccc(OC)cc4)cc3)N[C@@](Cc3ccccc3)(C(=O)OC)[C@H]2C1=O
 : 13%, 0%, -42%[inhibitor], 7%, 12%, 11%, -14%, -2%, -17
- O=c1oc2ccccc2c(NC2CCCCC2)c1NS(=O)(=O)c1ccc(F)cc1
 : ?, -24%, ?, -17%, -1%, -10%, -2%, -2%, -21
- COc1ccc(C(=O)NCCCCCC(=O)O)cc1OC
 : 10%, 14%, -1%, 10%, 0%, 19%, 22%, 7%, 0
- COc1ccc(CCNC(=O)c2oc3ccc(OC)cc3c2C)cc1
 : 4%, -2%, -8%, -4%, -7%, 2%, -2%, -7%, -10
- CN(CC(=O)Nc1cc(S(=O)(=O)N2CCCC2)ccc1Cl)Cc1ccc2c(c1)OCO2
 : 20%, ?, -11%, -20%, -22%, -15%, 1%, -7%, ?
- O=C(CCC(=O)N1CCN(Cc2ccccc2)CC1)Nc1nnc(C2CCCCC2)s1
 : 14%, 6%, -24%, 24%, -5%, 0%, -15%, -3%, 1
- CN(Cc1nc(-c2cccs2)no1)CC1(N2CCOCC2)CCCCC1
 : 4%, 0%, -21%, 8%, ·, 3%, -20%, -5%, 42
- CCOC(=O)c1ccc(NC2Nc3cc(C)nn3S2)cc1 (centres undefined)
 : ?, 11%, -10%[1.84 µM], -24%, 14%, -20%, 14%, 0%[57.1 µM], 3
- COc1ccc(CC(=O)Nc2ccc(N(C)C)c3ccccc23)cc1
 : 8%, 10%, ?, -19%, -8%, -13%, ?, -12%, 8
- O=C(Nc1ccc(S(=O)(=O)N2CCCC2)cc1)Nc1ccc(F)cc1F
 : 5%, -19%, -5%, -2%, 1%, -25%, 0%, -8%, -13
- COc1ccc(C2CC(=O)Oc3cc(OC)c(OC)c(OC)c32)cc1 (centres undefined)
 : -14%, 2%, -76%[inhibitor], 14%, 11%, 6%, -4%, 11%, 20
- CNc1nc(Nc2ccc(C)c(Cl)c2)nc(N)c1[N+](=O)[O-]
 : 8%, ?, -6%, ?, 119%[activator], ?, ?, ?, -22
- O=C(NC1CCOCC1)C1CCC(=O)N(CCc2ccc(Cl)cc2)C1 (centres undefined)
 : 1%, 18%, ?, 6%, 5%, 16%, 0%, 0%, 0
- COc1ccc(NC(=O)c2ccc(NC(=O)c3cccnc3)cc2)cc1
 : ·, 1%, ·, 16%, ·, 13%, 30%, 5%, 17
- O=C1C2CCCCN2C(=O)N1CCCCN1CCN(c2ccc(F)cc2)CC1 (centres undefined)
 : -6%, -21%, ?, -3%, -2%, 0%, 5%, 2%, 6
- CC1Cc2cc(S(=O)(=O)N3CCCC(C(=O)N4CCCCC4)C3)ccc2N1C(=O)C1CC1 (centres undefined)
 : 1%, -5%, -31%[inhibitor], 5%, ·, -1%, -1%, 0%, -5
- Cc1[nH][nH]c(=O)c1C(c1ccc(-c2ccc(Cl)c(Cl)c2)o1)c1c(C)[nH][nH]c1=O
 : 2.9µM*, -6%, 14%, -24%, ?, -11%, 8%, 0%, -22
- S=c1[nH]nc(Nc2ccccc2Cl)s1
 : -3%, 6%, -5%, 13%, 1%, 3%, -8%, -32%, -1
- COC(Cc1nnc(SC)n1-c1ccccc1)OC
 : 10%, -1%, 0%, 2%, -10%, 0%, 1%, -7%, 11
- Cc1cccc(OCC(=O)N2CCC(N3CCCCCC3)CC2)c1
 : 0%, 1%, -12%, 1%, ·, 1%, -11%, 4%, -7
- COc1ccc(-c2nc(CS(=O)CC(=O)NCCCN3CCCC3)c(C)o2)cc1OC (centres undefined)
 : -4%, 14%, -2%, -1%, -5%, 3%, 0%, 4%, 15
- Cc1ccc(C)c(NC(=O)CN(C)C(=O)c2ccccc2OCc2ccccc2Cl)c1
 : 10%, 14%, -5%, -1%, 4%, -13%, ?, -1%, -25
- COc1cccc(C(=O)NCCC(=O)NCc2cc(=O)n(C)c(=O)n2C)c1
 : 0%, 18%, 21%, 6%, 7%, 8%, 24%, 5%, -17
- O=[N+]([O-])c1ccc(OCCOc2ccccc2/C=N/n2cnnc2)cc1
 : -2%, 2%, 7%, 8%, ·, 0%, 2%, -3%, 32
- Cc1ccc(N2CC(C(=O)Nc3ccc(N4CCOCC4)cc3)CC2=O)cc1C (centres undefined)
 : ?, 4%, ?, ?, -23%, -21%, 9%, -6%, 5
